Screens from PubChem.
hcGAS inh: blocks human cGAS activity; Q8N884; recombinant h-cGAS, ATP depletion, Kinase-Glo luminescence; inhibition, % at 12.5 µM; 290,000 tested, 0.081% active;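 also: 0% = vehicle reaction and 100% = reaction without DNA for no activity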
Target sequence (Q8N884 whole entry, looked up): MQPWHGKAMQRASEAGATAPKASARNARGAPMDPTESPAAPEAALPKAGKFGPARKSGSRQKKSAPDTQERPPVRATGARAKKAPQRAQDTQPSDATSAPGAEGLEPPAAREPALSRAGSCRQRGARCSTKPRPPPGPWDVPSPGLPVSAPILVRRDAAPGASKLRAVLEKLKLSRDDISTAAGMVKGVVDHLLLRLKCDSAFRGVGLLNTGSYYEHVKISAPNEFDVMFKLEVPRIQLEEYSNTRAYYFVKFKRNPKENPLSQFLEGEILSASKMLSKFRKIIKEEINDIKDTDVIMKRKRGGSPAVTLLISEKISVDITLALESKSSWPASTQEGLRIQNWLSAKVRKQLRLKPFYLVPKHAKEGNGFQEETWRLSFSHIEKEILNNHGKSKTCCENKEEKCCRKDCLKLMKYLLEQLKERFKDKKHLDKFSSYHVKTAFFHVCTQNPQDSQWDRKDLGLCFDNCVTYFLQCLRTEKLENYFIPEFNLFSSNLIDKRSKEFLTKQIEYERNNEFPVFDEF
NPYLR7 agonist: activates Aedes aegypti NPYLR7 receptor; HEK293T NPYLR7/Galpha15, GCaMP6s calcium fluorescence; activation, % at 10 µM; 270,000 tested, 0.15% active; AID 1259423; in the data active = activation above about 40%;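 also: 0% = vehicle and 100% = reference agonist at the receptor; some compounds past the cut are filed as inactive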
mcGAS lum: blocks mouse cGAS activity; recombinant cGAS, Kinase-Glo ATP depletion luminescence; inhibition, % at 12.5 µM; Q8C6L5; 160,000 tested, 0.15% active;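 also: 0% = negative control wells and 100% = reference inhibitor with no enzyme activity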
Starred values were filed as active, the others as inactive; . = no result given; & = joins results of further samples. Rule as the data show it, unless noted: active = inhibition above about 40%; inactive = the rest.

canonical_smiles,hcGAS inh,NPYLR7 agonist,mcGAS lum
CCCCCCCCCCCCCC(=O)N1CCN(Cc2cc(=O)c(OCc3ccc(C(F)(F)F)cc3)co2)CC1,2,-6,1
COC(=O)[C@@H]1C[C@H](NC(=O)c2csc(Cc3ccccc3)n2)CN1C,-7,8,.
O=C(Nc1ccc2[nH]cc(CCN3CCCC3)c2c1)c1cc(C(F)(F)F)cc(C(F)(F)F)c1,-1,29,-6
CCCc1nn(-c2ccc([N+](=O)[O-])cc2)c(CC)c1C(=O)NCc1ccccn1,-4,37,-5
Fc1ccc(-c2cc3ncnc(-n4ccnc4)c3s2)cc1,-4,8,.
COc1ccc(C2(C(=O)N3CCC4(CCCO4)CC3)CCCC2)cc1,-6,10,-14
c1csc(-c2nc(NC3CCCC3)c3ccccc3n2)c1,-4,10,.
COc1cccc(C(=O)NC[C@@H]2[C@H](O)[C@@H]3O[C@H]2c2ccccc23)c1,-1,16,-8
CNc1ccc(Cl)cc1C1NCCc2ccccc21 (stereo not given),-5,8,.
COc1ccc(C2CNCC2C(=O)N2CCCC2)c(OC)c1 (stereo not given),-6,21,.
COc1ccc2sc(Nc3ccc4c(c3)OCCO4)nc2c1,-2,-3,.
Cc1nnc(SCC(=O)NCC2(Cn3cccn3)CC2)s1,-6,4,-8
COc1ccccc1-c1ccnc2nc(C)nn12,-1,-3,-8
O=C(Cn1cccn1)NCCc1ccccc1Br,-2,-5,.
CCOc1ccc(NC(=O)N2CCN(C(=O)CCN3CCc4sccc4C3c3cccc(F)c3)CC2C)cc1 (stereo not given),-7,12,-8
Cc1ccc(Cc2nsc(Oc3ccc(CC(=O)Nc4ccc(C)cc4)cc3)n2)cc1,-1,24,-6
CCOC(=O)c1cc(-c2ccc(N3CCN(C(=O)c4ccc(C#N)cc4)CC3)cc2)n(-c2ccccn2)n1,-2,6,-4
COc1ccc(Br)c(Cn2c(C)c(C(=O)Nc3ccc(C)cc3)sc2=O)c1,-4,8,.
CCOC(=O)c1cc(-c2ccc(N3CCN(C(=O)COCc4ccccc4)CC3)cc2)n(-c2ccccc2Cl)n1,-5,20,-7
CCOc1ccc2nc(NC(=O)COc3ccccc3C)sc2c1,-7,-10,-5
COc1ccc2[nH]c(CNC(C)Cn3nc(C)cc3C)cc2c1 (stereo not given),-10&-2,1&2,.
COc1cc(C(=O)OCC(=O)c2ccccc2)cc(OC)c1O,0,0,-5
COCc1nc(-c2ccc(CN3CCN(C(=O)c4ccc5snnc5c4)CC3)cc2)no1,-6,.,-6
CC(CNC(=O)c1cccnc1)NC(=O)c1cccnc1 (stereo not given),-1,-3,-3
O=C(NCCCN1CCCC1=O)C(C1CCCC1)N1CCN(C(=O)C2CCC2)CC1 (stereo not given),-3,-1,.
COc1ccccc1-c1nc2ccc(C)cn2c1NC(C)(C)CC(C)(C)C,-9,-6,-9
CN(Cc1ccc(CN)cc1)C(=O)OC(C)(C)C,-9,2,.
COCCNC(=S)NN=Cc1sccc1C,-6,-7,.
COc1ccc(-c2cc(N)n(-c3ccc(C(=O)NCCc4cccc(OC)c4)cc3)n2)cc1,2,10,-2
O=C(N1N=CCC1c1ccccc1)C12CC3CC(CC(C3)C1)C2 (stereo not given),3,-7,-1

Single records, from the list above.
Fc1ccc(-c2cc3ncnc(-n4ccnc4)c3s2)cc1 is listed as hcGAS inh = -4; NPYLR7 agonist = 8; mcGAS lum = .
Cc1nnc(SCC(=O)NCC2(Cn3cccn3)CC2)s1 is listed as hcGAS inh = -6; NPYLR7 agonist = 4; mcGAS lum = -8
COc1ccccc1-c1ccnc2nc(C)nn12 is listed as hcGAS inh = -1; NPYLR7 agonist = -3; mcGAS lum = -8

The results go on:
canonical_smiles,hcGAS inh,NPYLR7 agonist,mcGAS lum
Cc1cc(Oc2ccc(Cl)cc2)nc(SCc2ccc(C(C)(C)C)cc2)n1,-1,25,-3
Cc1nc(CN(C)C(=O)c2ccc3cccc(Cl)c3n2)cs1,-9,-7,-12
Cc1ccc(C(=O)O/N=C(\c2nonc2N)N(C)C)cc1,2,-5,-5
CC(C)NC(=O)c1csc(C(O)Cc2ccccc2)n1 (stereo not given),-5,-1,-5
c1ccc(CCCCc2nn3c(C4CC4)nnc3s2)cc1,-6,-7,.
COc1ccc(/C(C)=N\NC(=O)c2cc(C3CC3)[nH]n2)cc1,-9,6,-7
CN(CCc1ccccn1)C(=S)NCc1ccc(F)cc1,-7,1,-3
O=C1NCCN(Cc2ccc(-c3ccccc3)cc2)C1CC(=O)N1CCCO1 (stereo not given),-6,.,-10
CCC(Sc1ncnc2c1nnn2-c1ccc(F)cc1)C(=O)OC (stereo not given),-3,14,1
COc1ccc(NC(=O)Nc2ccc(-n3nc(OCC(C)C)nc3-c3ccccc3F)cc2)cc1,-6,4,-3
Cc1cn2c(nc3c2c(=O)n(Cc2ccc(Cl)cc2)c(=O)n3C)[nH]1,-7,4,-10
CN(C)S(=O)(=O)N1CCN(Cc2ncc(Cl)n2C)CC1,-5,4,.
CC(=O)Nc1cccc(-c2cncc(C(=O)N3CCCCC3)n2)c1,6,-4,-1
CCCc1noc(-c2ccc(OC)c(OC)c2)n1,-2,-5,-7
CC(C)CC1=NN(C(=O)c2ccccc2Br)C(O)(C(F)(F)F)C1 (stereo not given),-8,4,.
CC(C)c1ccc(OCCNC(=O)N(C)CC2CCN(C)C2)cc1 (stereo not given),-8,-1,-14
Cc1c[nH]c(C(=O)NC2CC(=O)N(Cc3cccc4ccccc34)C2)c1 (stereo not given),-10,-2,.
Cc1cc2c(cc1C)NC(c1ccsc1)C1C(=O)CC(C)(C)CC1=N2 (stereo not given),-3,-1,-4
CN(C)c1oc(-c2ccccc2)nc1S(=O)(=O)c1ccccc1,-5,6,-6
Cc1cccc(NC(=O)CSc2nnc(CNC(=O)c3ccco3)n2-c2cc(C)ccc2C)c1,-10,-4,-4
COc1cc2ccccc2cc1C(=O)Nc1ccc(-c2nc3ccccc3o2)cc1,-1,-8,0
CCOC(=O)c1c(C)[nH]c(C(=O)CN2C(=O)NC3(CCC(C)CC3)C2=O)c1C (stereo not given),-1,1,.
CCN(CC)c1nc(C#N)nc(N(CC)CC)n1,-7,3,.
Cc1noc(C)c1CNC(=O)C1CCCCN1CC(C)C (stereo not given),-10,12,.
CCCOc1ccc(C(=O)Nc2cc(-c3nc4ccccc4o3)ccc2C)cc1,-5,5,-4
CC(C)NC(=O)COC(=O)c1cc(Br)cn1C(C)C,7,3,.
S=c1nc(-c2ccc(Br)cc2)[nH][nH]1,4,7,4
Cn1cccc1C(=O)Nn1c(-c2ccc3c(c2)CCC(=O)N3)csc1=Nc1ccccc1,-4,-4,-4
O=C(NCc1ccc(Cl)s1)c1cccs1,-2,0,.
CCOC(=O)c1ccc(N=c2scc(-c3ccc(OC)cc3)n2CC(C)CC)cc1 (stereo not given),-5,-7,-4

New compounds follow:
canonical_smiles,hcGAS inh,NPYLR7 agonist,mcGAS lum
COCCNC(=O)c1coc(CN(Cc2ccc3c(c2)OCO3)Cc2cccc(Cl)c2Cl)n1,2,-7,0
CCCC(O)CN(CCN1CCOCC1)Cc1ccsc1 (stereo not given),-7,22,-6
CC(C)NC(=O)Cn1c(=O)n(-c2ccccc2)c(=O)c2oc3ccccc3c21,-4,-4,-6
COCCNC(=O)C(NC(=O)c1ccccc1Cl)C1CCN(C(=O)Nc2cccc(Cl)c2)CC1 (stereo not given),-5,-1,-5
CC(=O)c1ccc(-c2c(C)cc(C)cc2C)nc1,-2,5,-17
CCOC(=O)c1ccccc1NC(=O)Cn1cccc(-c2nc(-c3ccc(Cl)cc3)no2)c1=O,-2,0,-5
CCN(CC)S(=O)(=O)c1ccc(Cn2c(=S)[nH]c3ccccc3c2=O)s1,-15,2,-17
Cc1ccc(CN(Cc2ccc3c(c2)OCO3)CC(O)Cc2ccccc2)s1 (stereo not given),-6,2,-6
CSc1ccc(CN2C(=O)C(C)Sc3ccccc32)cc1 (stereo not given),-1,6,.
CCN(CC)C(=O)c1ccc(O)c(OC)c1,-2&-2,0&0,-4
CCCS(=O)(=O)c1ccc(NC2CCCCCC2)nn1,-9,.,-5
CC(C)C(=O)N1c2ccccc2N=C2CC(c3ccccc3)CC(=O)C2C1c1ccc(F)cc1 (stereo not given),-4,-9,.
COc1ccc(Cl)cc1NC(=O)CCc1sc(C)nc1-c1cccs1,-8,.,-6
CCN(CC1CCN(CCc2ccccc2C)CC1)C(=O)c1cc(C)oc1C,-6,-3,-9
Cc1ccc(-c2cc(O)c3c(c2)CN(C(=O)CN2CCOC2=O)CCO3)s1,-2,12,.
Cc1[nH]n(-c2nc(-c3cccc([N+](=O)[O-])c3)cs2)c(=O)c1N=Nc1ccccc1[N+](=O)[O-],-4,6,-5
COc1ccccc1N1C(=O)CC(SC(N)=N/N=C(/C)c2ccc(O)cc2)C1=O (stereo not given),4,-12,-1
CC1(C)CCN(C(=O)NCCc2nccn2Cc2ccccc2)C1,-1,-2,.
CC(C)N(CC(N)=O)C(=O)c1cc2ccccc2o1,-3,-5,-2
O=c1c(N=Nc2ccccc2Br)c(-c2ccccc2)[nH]n1-c1nc(-c2ccccc2)cs1,11,13,-3
COCCC(=O)N(CCC#N)c1ccc2c(c1)OCCO2,-2,4,.
C=CCNc1ccccc1C(=O)N1Cc2ccccc2CC1C(N)=O (stereo not given),-5,17,-12
CCOC(=O)c1ccc(N=c2scc(-c3ccc4c(c3)CCC(=O)N4)n2NC(=O)c2cccn2C)cc1,-2,18,-4
Cc1nn(-c2cc(F)ccc2F)c(C)c1CCC(=O)NCCn1c([N+](=O)[O-])cnc1C,-3,24,0
CC1(C(=O)NCc2ccc3c(c2)OCO3)CCN1CCCc1ccccc1 (stereo not given),-4,3,.
O=C(COC(=O)c1ccco1)Nc1ccc2ccccc2c1,-4,5,.
O=C(Oc1ccc(Cl)cc1)c1ccc(S(=O)(=O)N2CCCCCC2)cc1,0,13,.
CCN(Cc1nc2cc(Cl)ccc2c(=O)[nH]1)C(=O)COc1c(C)cc(Cl)cc1C,-5,10,.
Cc1cc(C)n(-c2ccc(N3CCN(C(=O)c4ccc(C(C)(C)C)cc4)CC3)nn2)n1,-3,-8,-5
CCc1ccc(-n2ccc3nc(N4CCc5ccccc5C4)ncc3c2=O)cc1,0,1,.

(cont.)
canonical_smiles,hcGAS inh,NPYLR7 agonist,mcGAS lum
C=CCCC(O)CN(Cc1nc2sc3c(c2c(=O)[nH]1)CCN(Cc1ccccc1)C3)Cc1ccco1 (stereo not given),-5,31,-2
Cc1noc(C)c1CS(=O)(=O)c1nccn1C1CC1,-7,8,.
Cc1nc(C)c(-c2ccc(SCC(=O)Nc3cccc(Cl)c3)nn2)s1,2,-5,-5
CC(C)S(=O)(=O)Nc1ccc2c(c1)C(=O)Nc1ccccc1O2,7,5,.
COc1cccc(-c2nccn2CCSc2nccn2C)c1OC,-4,.,-10
CCCCCCC(=O)Nc1c(-c2ccc(OC)cc2)nc2ccc(C)cn12,-4,-1,-6
CC(=O)O[C@H]1[C@@H](CN(C)C(=O)c2cc3ccccc3s2)[C@H]2O[C@@H]1c1ccccc12,5,-3,-2
Cc1nn(CC(=O)NC(=O)NC2CCCCC2C)c(C)c1[N+](=O)[O-] (stereo not given),-4,2,-4
O=C(COc1c(F)c(F)c(F)c(F)c1F)N1CCN(c2nccc(-c3ccc4c(c3)OCO4)n2)CC1,-3,7,-7
O=C(NCCn1nc(-c2ccccc2)ccc1=O)Nc1ccc2c(c1)OCO2,-6,-5,-8
CC(=O)N1Cc2ccccc2C[C@H]1C(=O)NCc1ccnn1C,-19,9,.
O=C(c1ccc(Cn2ccnc2)o1)N1CCC2(CCNCC2)CC1,-5,1,.
CCNC(=O)N1CCCC1c1nc2cc(-c3ccc(F)cc3F)ccc2o1 (stereo not given),-1,.,-3
O=C(NN1S(=O)(=O)c2ccccc2S1(=O)=O)C(O)c1ccccc1 (stereo not given),-5,-8,-3
COc1cccc(C2c3cccn3CCCN2Cc2ccccc2F)c1 (stereo not given),-6,10,-7
Cc1ccccc1N1CCCN(Cc2nc[nH]c2C)CC1,-9,-4,.
COc1cccc(-c2nn(CN3CCc4sccc4C3)c(=S)n2C)c1,-4,-3,.
Cc1nc(-n2nc(C3CC3)cc2NC(=O)c2cc3ccccc3o2)[nH]c(=O)c1C,7,2,.
COc1cccc(Cn2c(C(=O)N3CCN(C(=O)Nc4ccccc4F)C(C)C3)cc3ccsc32)c1 (stereo not given),-9,-3,-5
Cc1ccccc1Oc1cc(Cl)ncn1,-2,16,.
Cc1ccc(O)c(C(=O)c2coc(=N)c(C(=O)Nc3c(C)cccc3C)c2)c1,-11,8,.
CCN(CC)S(=O)(=O)c1ccc2[nH]c(=O)cc(C(=O)N3CCN(C(C)C)CC3)c2c1,-6,8,.
CCOC(=O)c1nc2ccccc2nc1N1CCCN(S(=O)(=O)c2cccc(C(F)(F)F)c2)CC1,-3,5,-6

An unsorted share of the library. Share with any hit: about 0.29%.
